IDE act: IDE (human) activation, cell-based | HEK cells, FAbeta-B cleavage, fluorescence polarization; 0% vehicle, 100% cell-free pure enzyme wells | activation, % at 5.96 µM | 340,000 tested, 0.073% active | AID 493087;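 active = activation above the mean of all tested compounds plus 3 SD, set per screening campaign, cut at about 17% in these data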
VIM-2 inhibitor: inhibitors of Pseudomonas aeruginosa VIM-2 metallo-beta-lactamase. inhibition, % at 5.6 µM. purified VIM-2, nitrocefin hydrolysis, epi-absorbance fluorescence. AID 1527. 290,000 tested, 0.89% active;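 active = inhibition above the mean of all tested compounds plus 3 SD, cutoff set per screening run, cut at about 7.5% in these data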;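 also: red hydrolysis product quenches plate fluorescence so inhibitors raise well fluorescence; 0% = enzyme with DMSO and 100% = DMSO without enzyme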
DNA FID counter: fluorescent intercalator displacement, NS3 helicase counter-screen | DNA fluorescent intercalator displacement, fluorescence | inhibition, % at 7.9 µM | 290,000 tested, 0.17% active | AID 1845; in the data active = inhibition above about 37%;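 also: 0% = vehicle and 100% = reference compound; higher means more ethidium bromide displaced from hairpin DNA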
PfM18AAP inh: PfM18AAP enzyme inhibition | recombinant PfM18AAP, H-Glu-NHMec fluorogenic cleavage | inhibition, % at 7.35 µM | 290,000 tested, 1.2% active | AID 1822;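 active = inhibition above the campaign mean inhibition over all tested compounds plus 3 SD, cut at about 28% in these data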;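 also: 0% = plate median of test compound wells and 100% = 2 mM ZnCl2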
SUMO HTRF inh: inhibitors of human SUMOylation (UBC9) | 290,000 tested, 0.36% active | HTRF SUMOylation assay, SAE1/SAE2 + UBC9, in vitro | P63279 | inhibition, % at 35 µM; in the data active = inhibition above about 50%, passing the limit was not always enough; also: strong numbers were not always called active
Target sequence (P63279 whole entry, looked up): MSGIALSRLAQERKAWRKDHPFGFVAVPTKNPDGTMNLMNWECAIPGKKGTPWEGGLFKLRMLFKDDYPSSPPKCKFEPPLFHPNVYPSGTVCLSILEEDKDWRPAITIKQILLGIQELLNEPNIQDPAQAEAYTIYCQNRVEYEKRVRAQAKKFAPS
p-CIP stab down: compounds decreasing mouse p/CIP protein stability. AID 1984. 290,000 tested, 0.01% active. F442A p/CIP-EGFP cells, EGFP fluorescence, 16 h. decrease of EGFP signal, % at 10 µM. Q05BA5;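 active = EGFP signal decrease of at least 30% at 10 µM or well 3 SD below plate mean, unless failing retest; inactive = the rest, including hits failing retest or dose response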; also: some compounds called inactive have numbers as strong as hits; many of its hits are not listed in these tables
IMP-1 inh: blocks Pseudomonas aeruginosa IMP-1 metallo-beta-lactamase; purified IMP-1, nitrocefin hydrolysis, epi-absorbance fluorescence; inhibition, % at 5.6 µM; 290,000 tested, 0.45% active; AID 1556;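 active = inhibition above the mean plus 3 SD of all compounds in the same screening run, cut at about 4.5% in these data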;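 also: 0% = IMP-1 with DMSO and 100% = DMSO wells lacking enzyme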
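system = purified recombinant IMP-1 beta-lactamase | amount = 0.2 nM IMP-1, as dispensed | medium = HEPES buffer pH 7.1 with ZnSO4 and Brij 35 | times = 25 °C, 15 min preincubation, 25 min reaction | detection = plate fluorescence quenching by hydrolysis product, ex 480/em 530 nm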
IDE cell inh: cellular human IDE inhibition. P14735. HEK cells, FAbetaB cleavage, fluorescence polarization. inhibition, % at 5.59 µM. 320,000 tested, 0.41% active. AID 434962;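 active = percent inhibition above the average of all tested compounds plus 3 SD, set per screening campaign, cut at about 16% in these data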;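 also: IDE supplied by intact live HEK cells; FP after avidin binding of uncleaved biotin substrate so inhibition keeps polarization high; 0% = DMSO wells and 100% = 60 µM reference IDE inhibitor Ii1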
HCV NS3 hel inh: blocks Hepatitis C virus NS3 helicase unwinding; NS3 helicase DNA unwinding, Cy5 molecular beacon fluorescence; inhibition, % at 10.9 µM; 290,000 tested, 0.56% active;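 active = inhibition above the mean of all tested compounds plus 3 SD, set per campaign, cut at about 35% in these data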;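 also: 0% = DMSO wells and 100% = thioflavine S control wells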
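Compound dosing – single dose, 10.9 µM nominal final, DMSO 0.8% final · System – NS3 helicase fragment of HCV · Buffer or medium – MOPS pH 6.5, MgCl2, DTT, Tween20, BSA · Signal – Cy5 beacon fluorescence read at start and 1 h · Also added – annealed dual-labelled DNA beacon duplex, ATP-started · Schedule – 1 h at 25 °C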
* hit, by the source's call; nt = not tested or not shown.

Each structure is followed by: IDE act	VIM-2 inhibitor	DNA FID counter	PfM18AAP inh	SUMO HTRF inh	p-CIP stab down	IMP-1 inh	IDE cell inh	HCV NS3 hel inh
Cc1cc(C)n2nc(-c3ccco3)nc2n1
 : 8	-0.5	-4	1	26	0	-1.7	1	-9
Cc1ccnc(NS(=O)(=O)c2ccc(NS(=O)(=O)c3ccc([N+](=O)[O-])cc3)cc2)n1
 : 2	0.6	2	3	-19	-23	1.3	-2	12
O=c1c2ccccc2[nH]c(=S)n1CCN1CCc2ccccc2C1
 : 2	-0.8	-9	12	-13	-6	-4.1	-4	-3
CCn1c(=O)cc(OCC(=O)NCc2cccs2)c2ccccc21
 : -1	-0.9	-21	-1	7	11	-2.7	2	2
Nc1nc(Nc2cccc(Cl)c2)nc(NCCO)c1[N+](=O)[O-]
 : -2	-0.2	-3	-1	11	-4	-1.9	4	-10
CCOc1ccc(N=C(NC#N)SCC(=O)NC2CC2)cc1
 : 1	-2.2	-4	4	-8	-8	-2.4	1	-1
CC(=O)c1cccc(N=Nc2c(C)[nH]c3ccccc23)c1
 : -1	-2.7	-5	-1	-5	-18	-3.6	3	-18
CCOC(=O)c1nn(-c2ccc([N+](=O)[O-])cc2)cc1O
 : 8	-0.2	0	-2	-1	2	-0.6	-2	2
CCn1c(=O)c2ccccc2n2c(SCC(=O)NCc3cccs3)nnc12
 : 1	-0.4	3	2	16	-2	-4.5	5	3
CC(C)Oc1ccc(C(=O)NC(C)(C)CO)cc1
 : 5	-4.2	-2	3	-3	9	-5.5	3	6
COc1ccc(-n2c(SC(C)C(=O)Nc3ccc(NC(C)=O)cc3)nc3ccccc3c2=O)cc1OC (configuration not stated)
 : -2	-1.8	14	-7	23	-18	-2.2	-1	-21
COCCn1c(SC(C)C(=O)Nc2ncc(Cl)cc2Cl)nc2ccccc21 (configuration not stated)
 : 1	-4.9	-30	-7	12	-8	-2.7	6	-3
CCCN1CCN(CCCNC(=O)Cn2cc3c(n2)CCCC3)CC1
 : 4	-0.4	1	-16	17	-12	-3.3	0	4
CCN1CCn2c3c(c4cc(Br)ccc42)CCCC31 (configuration not stated)
 : 2	3.3	9	0	nt	nt	0.5	-6	4
O=C(NCc1nnc(SCC(=O)N2CCOCC2)o1)c1c(F)cccc1Cl
 : 2	-2.8	-1	5	3	2	-4.7	10	1
COc1ccc(N2C(=O)Cc3ccccc3C2=O)cc1
 : 6	0.5	-5	4	22	1	-1.7	-3	1
O=C(NC1CCN(S(=O)(=O)c2cccc(F)c2)CC1)c1ccc(F)cc1
 : 3	0.0	-13	-2	10	0	2.4	nt	1
CC(=O)Nc1sc(N/N=C/c2ccc(C)cc2)nc1-c1ccc(C)cc1
 : 0	-2.1	-6	12	15	-2	-4.6	-4	5
Cc1ccnc(SCC(=O)N2CCc3ccccc32)n1
 : -6	-0.3	-7	-4	9	8	-0.6	-15	6
N#Cc1nc(-c2ccco2)oc1NCc1ccc(F)cc1
 : 3	-1.5	-3	-5	15	-6	-2.2	-2	-12
CCCCC(=O)N(Cc1nc2sc(C)c(C)c2c(=O)[nH]1)C1CCCC1
 : 6	-4.8	-29	-3	-10	-2	-2.1	-2	-3
CCN1CCCc2cc(CN(CCN3CCOCC3)C(=S)Nc3cccc(C)c3)ccc21
 : 7	-0.8	3	15	12	0	-3.4	2	-9
CCc1ccc(NC(=O)CSc2nnnn2-c2cccnc2)cc1
 : 2	1.6	-17	10	-10	5	-0.7	0	25
CCC(C)NC(=O)CN1C(=O)NC2(CCc3ccccc3C2)C1=O (configuration not stated)
 : 5	-2.6	0	0	12	2	-1.3	3	9
CCOC(=O)N1CCC(Nc2c(-c3ccc(C)c(C)c3)c(=O)c2=O)CC1
 : 4	0.2	-17	-11	15	-12	-1.6	-3	-3
O=c1/c(=C/c2cn(-c3ccccc3)nc2-c2ccc(F)cc2)sc2nc3ccccc3n12
 : nt	1.0	-1	-10	28	-6	-0.1	nt	-1
O=C(NCCn1cccn1)C1CCC(=O)N(CC2CCCCC2)C1 (configuration not stated)
 : 1	-2.6	-6	1	-5	-11	-1.0	-2	8
O=S(=O)(Nc1ccc(F)cc1)c1ccc(NS(=O)(=O)c2cccs2)cc1
 : 2	-0.9	2	4	-6	2	-1.5	6	-15
O=C(O)c1ccc(/C=N/N2CCN(Cc3ccc(Cl)cc3)CC2)cc1
 : 2	-1.3	-10	-8	21	-16	-4.7	-4	-16
COc1cccc(C(=O)NC2CCN(C(=O)N3c4ccccc4Sc4ccccc43)CC2)c1
 : 6	-1.7	-34	11	-22	-9	-2.2	4	-24
COC(=O)c1cccc(NC(=O)c2ccc(OC)c(Cl)c2)c1
 : -4	-1.0	-5	4	-5	-4	-0.7	-2	-2
CN(Cc1ccccc1)S(=O)(=O)c1ccc2[nH]c(=O)ccc2c1
 : 1	-2.0	-16	-4	-6	2	-1.8	1	18
CC(C)(C)NC(=O)CCSc1nnc(-c2ccco2)o1
 : 2	2.0	8	-3	18	7	-3.0	-1	13
CC(C)C(c1nnnn1C1CCCC1)N1CCc2ccccc21 (configuration not stated)
 : -1	-2.2	-20	-1	7	1	-4.0	0	1
Cc1[nH]c2ccccc2c1[C@H]1[C@@H](CC#N)C1(C)C
 : -1	3.2	-3	1	-6	-6	0.7	5	-5
COC(=O)c1sc(NC(=S)NC(=O)c2ccc(F)cc2)nc1C
 : nt	-3.8	-1	0	2	-2	-1.7	2	1
O=C1OC(COc2ccc(Br)cc2)CN1c1ccccc1 (configuration not stated)
 : 3	0.1	1	1	24	-5	-2.6	-3	-7
CCCCC(=O)NC(=S)Nc1ccccc1N1CCCCC1
 : 0	-3.6	-13	-3	-15	-3	-1.1	1	-5
COc1ccc(NC(=O)c2ccc(S(=O)(=O)N(C)c3ccccc3)cc2)cn1
 : 5	-0.9	-20	1	4	-12	-0.7	0	-11
N#Cc1cc2c(nc1SCC(=O)N1CCCCC1)CCCCC2
 : 0	-1.0	-23	12	3	-9	-4.7	0	8
CCCOc1ccccc1C(=O)Nc1ccc(S(=O)(=O)N2CCN(C)CC2)cc1
 : 6	51*	10	-9	-14	9	-1.4	2	-34
O=[N+]([O-])c1ccc(Oc2ccc(Oc3ccc(C(F)(F)F)cn3)cc2)nc1
 : 0	-0.9	-2	-7	1	-11	-2.5	4	4
COC(=O)NNS(=O)(=O)c1ccc(C)cc1
 : -2	-3.4	1	4	4	-13	-2.8	-1	10
Cc1c(C)n(Cc2ccccc2)c2ncnc(NCCO)c12
 : 4	-2.2	-14	0	-13	-1	-1.4	0	8
CCOC(=O)N1CCN(CCC(=O)Nc2cccc(C)c2)CC1
 : -1	-2.5	-2	0	-2	3	-3.0	0	0
O=C(O)c1ccc2noc(-c3ccccc3)c2c1
 : -13	-1.2	-6	15	18	-7	-2.1	12	14
O=S(=O)(NCc1ccco1)N1CCOCC1
 : -1	0.1	-2	1	1	-5	-1.2	4	0
O=C(c1ccc([N+](=O)[O-])cc1)N1CCSC1c1cccc(Cl)c1 (configuration not stated)
 : 8	0.6	-4	-15	1	-4	-1.1	1	9
S=c1nc(-c2ccccc2)n(CCCn2ccnc2)c2c1CCCC2
 : -2	-1.1	3	-3	-8	8	-3.5	-7	-4
Cc1cc(C(=O)Nc2c(F)cc(F)cc2Br)no1
 : 9	1.7	-1	-6	-2	6	-2.2	-1	3

(further entries)
Each structure is followed by: IDE act	VIM-2 inhibitor	DNA FID counter	PfM18AAP inh	SUMO HTRF inh	p-CIP stab down	IMP-1 inh	IDE cell inh	HCV NS3 hel inh
COc1ccccc1C(=O)NNC(=O)c1ccncc1
 : 5	-1.8	-11	1	5	4	-2.0	1	1
Cc1ccccc1-c1nc(C#N)c(N2CCCCC2)o1
 : 4	0.0	-20	3	6	-3	-1.4	-4	-6
Oc1cccc(Oc2ncc(C(F)(F)F)cc2Cl)c1
 : 2	-2.8	-7	-2	-7	-11	-2.0	7	5
Cc1nc(NC(=O)C23CC4CC(CC(C4)C2)C3)sc1Cc1ccc2c(c1)OCO2
 : 2	-2.0	5	2	1	-8	-3.4	-3	-5
COc1ccc(/C=C/C(=O)NC(=S)NNC(=O)c2cccnc2)cc1
 : 2	-4.8	-10	6	-62	-6	-2.0	2	1
CCC12CN3CC(CC)(CN(C1)C3c1c(O)ccc3ccccc13)C2=O (configuration not stated)
 : -2	-2.6	0	-4	-8	-6	-4.5	nt	-7
COc1ccc(S(=O)(=O)Oc2cccc(/C=N/N=C3/NC(=O)C(CC(=O)O)S3)c2)cc1 (configuration not stated)
 : 2	2.9	-30	1	10	5	-0.3	-6	12
Cc1cccc(NCC(=O)N/N=C\c2c[nH]c3ccccc23)c1
 : -3	0.9	4	1	-5	-2	-2.9	2	-30
Cc1ccc(NC(=O)CCC(=O)NNC(=O)c2ccco2)cc1C
 : -3	-3.8	0	0	-1	-2	-3.6	1	2
C=C1c2cc(C)ccc2NC(=O)N1c1ccccc1
 : -4	0.0	2	0	10	2	-0.6	-6	1
COCCN1Cc2cccc(C(=O)Nc3c(C)cccc3C)c2C1=O
 : 2	-1.4	-18	-10	20	1	-1.9	0	-5
Cc1ccc(S(=O)(=O)N2CCCOC2CNC(=O)C(=O)NC2CCCC2)cc1 (configuration not stated)
 : 5	1.8	-29	4	-6	-4	-0.8	0	-3
CCc1nc(Nc2ccc(F)cc2)c2oc3ccccc3c2n1
 : 2	-0.3	-13	-3	5	-6	-4.2	9	2
CC1CN(C(=O)CCCN2C(=O)c3ccccc3C2=O)CC(C)O1 (configuration not stated)
 : 5	-1.1	-5	-18	12	2	-2.3	nt	-12
Cc1cc(C)cc(-n2c(C)c3c(C)nnc(C)c3c2C)c1
 : 7	-0.1	-2	9	1	-1	-1.8	1	-4
O=C(NCc1ccncc1)C(=O)C1C(=O)Nc2ccccc21 (configuration not stated)
 : 5	-4.3	5	12	8	-1	-2.6	1	-3
CC1Cc2nc(SCC(=O)Nc3nc4ccccc4s3)n(C)c(=O)c2S1 (configuration not stated)
 : -26	-3.9	-12	-8	3	-8	-3.5	11	-1
Cc1nn2cnnc2c(C)c1Cc1c(F)cccc1Cl
 : -3	-1.5	-16	-12	21	-13	-2.4	-6	14
O=C(Nc1cccc(Br)c1)c1ccc(CN2CCc3ccccc3C2)cc1
 : -4	0.5	8	-2	-8	16	-0.6	8	-16
CC(=O)CCn1cc([N+](=O)[O-])nc1C
 : 4	-3.9	-5	-3	-11	-13	-3.9	1	10
O=C(N/N=C/c1ccc(O)cc1O)/C(=C/c1ccccc1)CCO
 : 3	-3.2	-6	8	-7	7	-2.8	-3	2
O=C(CCN1C(=O)/C(=C/c2ccc3c(c2)OCO3)SC1=S)Nc1cccc(C(=O)O)c1
 : 5	0.6	-26	-7	11	9	0.3	1	-14
O=C(Nc1cccc([N+](=O)[O-])c1)NC1CCS(=O)(=O)C1 (configuration not stated)
 : 2	0.7	1	-11	14	-8	-0.1	-2	0
CC(NC1CCCC1)c1ccccc1 (configuration not stated)
 : 1	-2.7	0	0	20	-2	-1.4	6	-4

Source: PubChem BioAssay
